# GLP1R inv ag = qHTS of GLP-1 Receptor Inverse Agonists (Inhibition Mode). Glucagon-like peptide 1 receptor (Homo sapiens), P43220. HEK293 GLP-1R CRE-luciferase, luminescence, 24 h; GLP-1R form is constitutively active. Potency, µM (doses to about 38.3 µM), for inactives: top-dose activity change, negative = inhibition, usual class: inhibitors. actives 1.6% (n = 410,000); also: potency is read from the fitted curve at half-maximal effect; % is scaled to controls: 0 for no effect and ±100 for the full control effect; nearly all actives have a fitted effect of over 55% in size
#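 Seeding at 200 cells/uL, 12 h culture, 24 hr compound treatment, then luciferase reagent and a luminescence read; cells are HEK293 stably expressing a constitutively active GLP-1R plus cAMP-responsive luciferase.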
# EPAC1 antag = qHTS for Antagonist of cAMP-regulated guanine nucleotide exchange factor 3 (EPAC1): primary screen. Rap guanine nucleotide exchange factor 3 (Homo sapiens), O95398. EPAC1 GEF assay, Rap1b-BODIPY-GDP exchange fluorescence. Potency, µM (top dose mostly 115 µM), for the others: at the highest dose activity change, negative = inhibition, actives largely listed as inhibitors. actives 0.14% (n = 360,000). AID 720709, 2013;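 also: potency is read from the fitted curve at half-maximal effect; plate controls were vehicle for no effect and positive control for full effect; nearly all actives have a fitted effect of over 50% in size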
# IL2 activator = qHTS of IL-2 Activators. actives 0.065% (n = 360,000). AID 652025, 2013. IL-2 activation reporter assay, cell-based qHTS; stimulated with anti-CD3/CD4/CD28 beads; in transgenic mouse T cells. activation, % (series mostly up to about 46 µM); in the data active = activation above about 50%; inconclusive = mostly about 30% to 49%; also: 0% is about no effect
#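 Readout: EGFP and DsRed signals by fluorescent plate cytometry. Unstimulated transgenic mouse T cells received compound 60 min before antibody-bead stimulation, then incubated 18 h at 37 degrees C.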
# GLP-1R agonist = qHTS of GLP-1 Receptor Agonists. actives 0.007% (n = 380,000). Potency, µM (doses to about 45.6 µM), for the others: top-dose activation, hits mostly activators. HEK293 GLP-1R CRE-luciferase, luminescence, 4-6 h; cells express a hypersensitive GLP-1R form; also: potency is read from the fitted curve at half-maximal effect; % of control where 0% means no effect
# EPAC1 ag = qHTS for Agonist of cAMP-regulated guanine nucleotide exchange factor 3 (EPAC1): primary screen. EPAC1 agonist qHTS, biochemical assay; response scale: 100% = response to 6.5 mM cAMP. Potency, µM (highest dose often 154 µM), without a hit: top-dose activation, most hits filed as activators. actives 0.073% (n = 360,000). AID 720707, 2013; also: potency is read from the fitted curve at half-maximal effect; nearly all actives have a fitted effect of over 60% in size
#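 Multi-concentration qHTS readout: loss of Rap1B-bound BODIPY-GDP fluorescence driven by 100 nM EPAC1 with excess GDP (50 uM), monitored kinetically at room temperature; agonist response expressed relative to 6.5 mM cAMP.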
# PI5P4K alpha inh = qHTS for Inhibitors of phosphatidylinositol 5-phosphate 4-kinase (PI5P4K). Phosphatidylinositol 5-phosphate 4-kinase type-2 alpha (Homo sapiens), P48426. PI5P4Kalpha enzyme, ADP-Glo luminescence, 60 min; active compounds read low. max response, %. actives 1.2% (n = 330,000); active = max response of -50% or lower; inconclusive = between -30% and -50%; inactive = -30% or higher; also: value at the top dose of about 77 µM; % is scaled to controls: 0 for no effect and ±100 for the full control effect
# Target sequence (P48426 whole entry, looked up): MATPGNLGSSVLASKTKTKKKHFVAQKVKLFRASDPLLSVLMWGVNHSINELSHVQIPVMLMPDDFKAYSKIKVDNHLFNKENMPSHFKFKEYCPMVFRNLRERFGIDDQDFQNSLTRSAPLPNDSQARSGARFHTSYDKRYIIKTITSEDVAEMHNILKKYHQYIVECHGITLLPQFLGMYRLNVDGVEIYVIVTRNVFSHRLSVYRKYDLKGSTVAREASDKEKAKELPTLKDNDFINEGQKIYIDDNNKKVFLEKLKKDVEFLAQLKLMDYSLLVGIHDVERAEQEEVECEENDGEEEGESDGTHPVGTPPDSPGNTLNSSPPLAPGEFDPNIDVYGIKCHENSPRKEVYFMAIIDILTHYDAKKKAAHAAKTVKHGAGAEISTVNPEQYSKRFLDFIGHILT
#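 PI5P4Kalpha ADP-Glo assay; 5 microM ATP final; 60 min RT reaction; HEPES pH 7.4/EGTA/CHAPS, 5% DMSO; controls lacking substrate or enzyme; luminescent end-point.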
# PLK1 PBD block = qHTS for Inhibitors of PLK1-PDB (polo-like kinase 1 - polo-box domain): Primary Screen; Serine/threonine-protein kinase PLK1 (Homo sapiens), P53350; Plk1 PBD binding of FITC phosphopeptide, fluorescence polarization; Potency, µM, for inactives: max response, negative = inhibition, most hits filed as inhibitors; actives 2.8% (n = 360,000); AID 720504, 2013; also: potency is read from the fitted curve at half-maximal effect; series mostly up to about 57 µM; % is scaled to controls: 0 for no effect and ±100 for the full control effect; nearly all actives have a fitted effect of over 65% in size
# PTHR1 ag = qHTS for PTHR1 Agonists: Primary Screen | Parathyroid hormone/parathyroid hormone-related peptide receptor (Homo sapiens), Q03431 | HEK293 GP2 PTHR1 cells, GloSensor cAMP luminescence, 1 h | Potency, µM (top dose mostly 115 µM), inactives show top-dose activation, usual class: activators | actives 0.075% (n = 410,000); also: potency is read from the fitted curve at half-maximal effect; nearly all actives have a fitted effect of over 55% in size; some results filed as inactive show a strong effect at the top dose; inactives centre near -15; many of its hits are not listed in these tables
# Target sequence (Q03431 whole entry, looked up): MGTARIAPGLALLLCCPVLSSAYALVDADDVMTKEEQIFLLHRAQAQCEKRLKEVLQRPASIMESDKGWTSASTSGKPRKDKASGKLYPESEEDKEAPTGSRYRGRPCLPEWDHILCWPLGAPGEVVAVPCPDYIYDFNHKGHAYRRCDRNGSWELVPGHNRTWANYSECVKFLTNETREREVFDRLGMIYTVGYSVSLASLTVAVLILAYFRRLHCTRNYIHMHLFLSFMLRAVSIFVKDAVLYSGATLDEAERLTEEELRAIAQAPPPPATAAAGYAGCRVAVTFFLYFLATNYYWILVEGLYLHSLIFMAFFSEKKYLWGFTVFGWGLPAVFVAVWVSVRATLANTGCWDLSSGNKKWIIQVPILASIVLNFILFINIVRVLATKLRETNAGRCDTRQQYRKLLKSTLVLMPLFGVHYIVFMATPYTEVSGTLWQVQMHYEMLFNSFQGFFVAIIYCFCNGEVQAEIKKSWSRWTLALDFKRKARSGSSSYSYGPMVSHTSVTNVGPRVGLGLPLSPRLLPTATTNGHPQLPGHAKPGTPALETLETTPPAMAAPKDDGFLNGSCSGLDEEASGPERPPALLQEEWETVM
#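 HEK-293-derived GP2 cells expressing PTHR1 and a GloSensor cAMP reporter, 3,000/well, plated overnight, given luciferin plus IBMX (each 0.5 mM as added) for 1 h at 37 °C, then compound for 1 h at 37 °C. Luminescence was read after 15 min at room temperature.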
# GLP1R cytotox = qHTS of GLP-1 Receptor Inverse Agonists: Cytotox Screen; actives 0.13% (n = 410,000); HEK293 cAMP-luciferase reporter cells, luminescence, 24 h; AID 624418, 2012; Potency, µM (highest dose often 38.3 µM), for the others: top-dose activity change, negative = inhibition, hits mostly inhibitors;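 also: loss of luciferase light is scored as toxicity; potency is read from the fitted curve at half-maximal effect; % is scaled to controls: 0 for no effect and ±100 for the full control effect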
#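 Luminescence readout: signal drop marks cytotoxicity. Plated cells grew 12 h at 37 °C, 5% CO2, received 23 nL compound for 24 h, then got luciferase reagent, read after 12 min at RT.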
# * = called active by the depositor; i = inactive; u = inconclusive; x = no result given; & = joins results of further samples; [ ] = dose if it differs, or a comment. Unless noted, calls follow the shape of the dose curve; as a rule, active = well fitted curve in the direction sought with a large enough effect; inconclusive = small, poorly fitted or top-dose-only effect, or another doubt; inactive = no such curve, though single readings can be large; an effect the other way counts as inactive or inconclusive. A portion of the library; rates above refer to the full screens.
SMILES,GLP1R inv ag,EPAC1 antag,IL2 activator,GLP-1R agonist,EPAC1 ag,PI5P4K alpha inh,PLK1 PBD block,PTHR1 ag,GLP1R cytotox
C/C(N)=C(/C#N)C(=O)COC(=O)c1cc2c(s1)CCCC2,28%,-15%,-1.9,11%,-2%,0,7%,-87%[inhibitor],-4%
Cc1ccc(-c2cc(C(=O)NCc3ccc4c(c3)OCO4)[nH]n2)c(O)c1C,-5%,3%,-4.4,-2%,8%,-13,1%,-12%[57.5 µM],-15%
Cc1ccc(O)c(-c2cc3ccccc3[nH]2)c1,u,-7%,-4.5,5%,27%,0,3%,-11%[57.5 µM],-25%
CCOc1ccc(C(C(=O)NCC2CCCO2)N(Cc2cccnc2)C(=O)c2snc(C(N)=O)c2N)cc1 (stereo not drawn),-11%,10%,2.2,1%,10%,1,-11%,-33%[inhibitor],-11%
O=C(Nc1cccnc1)/C(N=Nc1c(Cl)cccc1Cl)=C(\O)c1ccccc1,10%,4%,1.1,0%,8%,-4,-3%,-19%,4%
COc1ccc(CC(=O)OCC(=O)c2ccc(OC)cc2)cc1,-4%,-21%,-3.4,2%,4%,4,-6%,i,-4%
COc1ccc(OC)c(NC(=O)CSc2nnc(Cn3nnc4ccccc43)n2C)c1,32%[activator],1%,-0.4,-6%,3%,0,-12%,i,-1%
CCN(C[C@H]1N[C@@](CC)(C(=O)OC)[C@H]2C(=O)N(C)C(=O)[C@@H]12)C(=O)NC(C)C,0%,-20%,-0.1,2%,5%,1,-1%,-1%,3%
Cc1cccc(N2CCN(CC(=O)Nc3ccc(S(=O)(=O)N4CCOCC4)cc3)CC2)c1C,11µM*,1%,-2.8,-4%,-1%,3,-2%,-30%[inhibitor],1%
CCN(CCCNC(=O)c1cc2cc3cc(OC)ccc3nc2s1)c1ccccc1,u,x,x,0%,x,x,x,-23%,4%
CCOC(=O)c1ccc(NC(=O)CSc2nccn2-c2cc(C)cc(C)c2)cc1,12%,x,x,12%,x,x,x,-22%,0%
Cc1ccc(CCNC(=O)CN2CCN(Cc3ccccc3F)C2=O)cc1,-38%,2%,-3.4,1%,-9%,-4,u,-15%,-16%
COC(=O)c1ccccc1NN=Nc1ccccc1[N+](=O)[O-],3%,11%,-0.2,-6%,10%,-10,2%,-1%,-7%
Cn1cccc1CC(=O)N/N=C/c1ccc(Cl)c([N+](=O)[O-])c1,13%,-25%,-0.1,10%,6%,-12,3%,i,-5%
CCOC(=O)c1c(NC(=O)Cn2nnc(-c3ccc(Cl)cc3)n2)sc(CC)c1C,-46%,-9%,0.3,0%,-2%,16,0%,i,90%[activator]
CCc1nc2ccc(C(=O)NCCOc3ccc(OC)cc3)cn2c1N(C=O)Cc1ccc(OC)cc1,14%,-4%,-0.3,11%,8%,3,-10%,-21%,3%
CCNC(=O)Nc1ccc2c(c1)c(=O)n(C)n2CC=C(C)C,26%,2%,-0.7,5%,6%,1,-19%,-5%,8%
O=C(/C=C/c1ccco1)c1ccc(NC(=O)C23CC4CC(CC(C4)C2)C3)cc1,u,u,0.0,-12%,-12%,-77*,-24%,-5%,8%
Cc1cccc(C)c1NC(=O)CSc1nnnn1-c1ccc(C(=O)O)cc1,-1%,-2%,0.5,-11%,14%,4,-4%,i,-11%
Cc1ccnc(N2CCC(C(=O)NNC(=O)c3ccccc3)CC2)n1,7%,-3%,-0.6,-7%,-3%,x,0%,-9%[57.5 µM],-1%
CC(Sc1nnc(-c2cccnc2)n1-c1ccccc1)C(=O)NCc1ccc2c(c1)OCO2 (stereo not drawn),-1%,-12%,-0.6,0%,3%,x,-5%,-7%[57.5 µM],-3%
CCc1nn(CC(=O)NCCCc2ccccc2)c(=O)c2cc3cc(F)ccc3n12,1%&-12%,2%,-2.4,-1%,-4%,2,-4%,i,-8%&0%
CNC(=S)N/N=C/c1ccco1,u,-1%,-3.9,-1%,15%,2,-4%,-11%,u
Cc1cccc(NC(=O)CN(C)C(=O)c2ccc(N3CCCCCC3)c([N+](=O)[O-])c2)c1C,11µM*,-11%,-0.8,13%,-4%,6,-4%,i,-23%
O=C1C(=O)N(CCN2CCOCC2)C(c2ccc([N+](=O)[O-])cc2)/C1=C(/O)c1ccc2c(c1)OCO2 (stereo not drawn),20%,-2%,-0.5,2%,-1%,1,u,1%,10%
C=CCN=C1SC(CC)C(=O)N1S(=O)(=O)c1ccc(C)cc1 (stereo not drawn),14%,-14%,0.3,10%,13%,0,u,i,2%
COc1ccc(C(=O)Cn2cnc3ccccc3c2=O)cc1OC,2%,6%,1.6,8%,-3%,0,-8%,i,-3%
COCCNC(=S)NNC(=O)c1ccc(-n2cnnn2)cc1,38%[activator],-7%,2.1,1%,-1%,-3,-2%,i,5%
Cc1ccnc(NS(=O)(=O)c2ccc(NC(=O)c3ccc(S(=O)(=O)N4CCOCC4)cc3)cc2)n1,29%,14%,-3.1,2%,-3%,-6,-6%,3%,-1%
CNC(CC(C)C)C(=O)NC1C(=O)NC(CC(N)=O)C(=O)NC2C(=O)NC3C(=O)NC(C(=O)NC(C(=O)O)c4cc(O)cc(O)c4-c4cc3ccc4O)C(O)c3ccc(c(Cl)c3)Oc3cc2cc(c3OC2OC(CO)C(O)C(O)C2OC2CC(C)(N)C(O)C(C)O2)Oc2ccc(cc2Cl)C1O (stereo not drawn),10%,-4%,0.9,-1%,4%,-8,-2%,-24%,-9%
O=C(NCc1cccnc1)OC1CC2CC1[C@H]1CCCCN1C2=O (stereo partly drawn),8%,-17%,-0.7,-4%,-3%,-3,-14%,20%,3%
O=C(O)C1C2C=CC(C2)C1C(=O)Nc1cccc(Cl)c1 (stereo not drawn),1%,12%,-0.2,-2%,6%,3,0%,-51%[inhibitor],5%
COc1cc(C(C(=O)NC(C)(C)C)N(C(=O)CNC(=O)c2cccs2)c2cccnc2)cc(OC)c1OC (stereo not drawn),7%,-15%,0.0,3%,3%,0,-9%,i,-2%
COc1cccc(C2(O)CC(C(F)(F)F)=NN2C(=O)c2ccccn2)c1 (stereo not drawn),18%,1%,0.0,17%,-12%,-1,-1%,i,-24%
O=C(Nc1ccc(-c2cn3c(n2)SCC3)cc1)c1ccc2c(c1)OCO2,u,-1%,-2.1,2%,-1%,1,-14%,-44%[inhibitor],-11%
CC(OC(=O)c1cc(Cl)ccc1[N+](=O)[O-])C(=O)NC(C)c1ccc(F)cc1 (stereo not drawn),u,-8%,-0.8,0%,5%,1,-1%,-35%[inhibitor],-9%
N#CC1=C(N)N(c2ccc(Cl)c(Cl)c2)C(=O)C1,19%,-7%,-1.8,4%,2%,-8,-6%,-3%,-2%
COc1ccc(CCNc2ccc(S(=O)(=O)N3CCCC3)cc2[N+](=O)[O-])cc1,u,2%,-4.1,11%,13%,-7,-3%,-16%,3%
COC(=O)c1ccc(C)c(NS(=O)(=O)c2ccc(OC)c(OC)c2)c1,0%,-17%,0.9,7%,-13%,-5,-8%,7%,-16%
COc1ccc(OCC(=O)N2CCN(C(=O)Cc3ccccc3)CC2)cc1,1%,-7%,1.0,0%,7%,x,-8%,i,11%
COCCCn1[nH]c2c3c(ccc2c1=O)C(=O)c1ccccc1C3=O,18%,-6%,0.1,4%,-14%,-8,-6%,-15%[57.5 µM],-35%
Cc1cc2cc3c(cc2nc1SCC(=O)N1CCN(C(=O)c2ccco2)CC1)OCO3,6%,12%,-1.9,0%,11%,x,-16%,-7%[57.5 µM],-4%
Cc1ccc([N+](=O)[O-])c2cccnc12,2%,-2%,-0.9,3%,-1%,-16,-7%,-9%[57.5 µM],4%

# Rewritten with two lines to a compound: entries from further up.
# Each structure is followed by: GLP1R inv ag | EPAC1 antag | IL2 activator | GLP-1R agonist | EPAC1 ag | PI5P4K alpha inh | PLK1 PBD block | PTHR1 ag | GLP1R cytotox
CC(OC(=O)c1cc(Cl)ccc1[N+](=O)[O-])C(=O)NC(C)c1ccc(F)cc1 (stereo not drawn)
  u | -8% | -0.8 | 0% | 5% | 1 | -1% | -35%[inhibitor] | -9%
N#CC1=C(N)N(c2ccc(Cl)c(Cl)c2)C(=O)C1
  19% | -7% | -1.8 | 4% | 2% | -8 | -6% | -3% | -2%
COc1ccc(CCNc2ccc(S(=O)(=O)N3CCCC3)cc2[N+](=O)[O-])cc1
  u | 2% | -4.1 | 11% | 13% | -7 | -3% | -16% | 3%
COC(=O)c1ccc(C)c(NS(=O)(=O)c2ccc(OC)c(OC)c2)c1
  0% | -17% | 0.9 | 7% | -13% | -5 | -8% | 7% | -16%
COc1ccc(OCC(=O)N2CCN(C(=O)Cc3ccccc3)CC2)cc1
  1% | -7% | 1.0 | 0% | 7% | x | -8% | i | 11%
COCCCn1[nH]c2c3c(ccc2c1=O)C(=O)c1ccccc1C3=O
  18% | -6% | 0.1 | 4% | -14% | -8 | -6% | -15%[57.5 µM] | -35%
Cc1cc2cc3c(cc2nc1SCC(=O)N1CCN(C(=O)c2ccco2)CC1)OCO3
  6% | 12% | -1.9 | 0% | 11% | x | -16% | -7%[57.5 µM] | -4%
Cc1ccc([N+](=O)[O-])c2cccnc12
  2% | -2% | -0.9 | 3% | -1% | -16 | -7% | -9%[57.5 µM] | 4%
